Screens (PubChem BioAssay)
S1P3 antagonist: S1P3 (human) receptor antagonism; AID 485; CHO S1P3 NFAT-BLA reporter, FRET fluorescence, antagonist mode; inhibition, % at 4.98 µM; Q99500; 170,000 tested, 0.27% active;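 active = inhibition above the plate cutoff, the mean inhibition of test wells on that plate plus 3 SD, cut at about 28% in these data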;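 note: cells challenged with S1P at its EC80 of 0.8 µM; blue over green emission ratio from cleaved BLA substrate after 4 h stimulation; 0% = S1P-stimulated wells and 100% = unstimulated DMSO-only wells; some compounds past the cut are filed as inactive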
ROMK mod: modulates human ROMK potassium channel activity | 130,000 tested, 2% active | B-score at 10 µM | AID 1918 | Tet-inducible ROMK, thallium flux fluorescence; actives lie on both sides | P48048;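 active = signal ratio slope over the read window, or its plate-corrected B-score, at least 3 SD from the plate mean, either direction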;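 note: B-score of the F/F0 ratio slope over 7 to 12 s after thallium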
Target sequence (P48048 whole entry, looked up): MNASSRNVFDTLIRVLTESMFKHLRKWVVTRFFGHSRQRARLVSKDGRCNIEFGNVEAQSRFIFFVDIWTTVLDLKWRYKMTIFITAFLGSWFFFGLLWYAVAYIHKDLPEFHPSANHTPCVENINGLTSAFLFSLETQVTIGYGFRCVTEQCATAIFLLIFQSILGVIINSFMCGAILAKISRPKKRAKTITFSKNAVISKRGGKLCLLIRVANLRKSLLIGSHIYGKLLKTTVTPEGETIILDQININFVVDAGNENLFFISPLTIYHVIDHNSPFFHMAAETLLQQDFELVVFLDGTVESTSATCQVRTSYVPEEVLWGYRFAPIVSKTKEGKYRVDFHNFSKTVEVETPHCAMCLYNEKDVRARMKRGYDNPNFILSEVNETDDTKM
PPARg SRC-1 ag: PPARgamma-driven SRC-1 recruitment agonism; 200,000 tested, 0.41% active; AID 631; PPARgamma-SRC-1 coactivator recruitment biochemical assay; activation, % at 8 µM; in the data active = activation above about 19%;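 note: 0% = DMSO and 100% = reference agonist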
Target sequence (P37231 whole entry, looked up): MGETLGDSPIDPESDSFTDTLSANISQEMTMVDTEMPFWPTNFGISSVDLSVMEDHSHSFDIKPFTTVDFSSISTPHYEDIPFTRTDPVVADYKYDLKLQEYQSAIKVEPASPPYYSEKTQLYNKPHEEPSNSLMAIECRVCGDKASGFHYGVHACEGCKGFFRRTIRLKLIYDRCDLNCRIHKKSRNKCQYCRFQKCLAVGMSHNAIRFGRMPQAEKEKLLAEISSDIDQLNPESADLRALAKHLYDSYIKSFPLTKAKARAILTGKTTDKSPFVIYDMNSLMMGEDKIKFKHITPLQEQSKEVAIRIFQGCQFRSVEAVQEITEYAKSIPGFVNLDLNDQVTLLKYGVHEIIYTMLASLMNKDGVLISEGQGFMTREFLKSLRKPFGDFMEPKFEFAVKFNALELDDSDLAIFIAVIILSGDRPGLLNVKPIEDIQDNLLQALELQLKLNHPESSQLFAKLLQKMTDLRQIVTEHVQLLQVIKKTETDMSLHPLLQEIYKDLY
bIAP inhibitor: intestinal alkaline phosphatase (bovine) inhibition | purified bovine IAP, CDP-star luminescence, 30 min | inhibition, % at 20 µM | 190,000 tested, under 10 active | AID 1019;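 active = over 50% inhibition of intestinal alkaline phosphatase at 20 µM in the single-dose screen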
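Incubation: 30 min reaction at room temperature / Material: purified bovine intestinal alkaline phosphatase (IAP) enzyme / Input: enzyme at 1/65,000,000 dilution / Dosing: 20 µM single dose / Signal: CDP-star luminescence signal / Reagent: CDP-star chemiluminescent phosphatase substrate, 30 µM final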
Lmaj promast: reduces viability of Leishmania major promastigotes; AID 1063; resazurin fluorescence viability; inhibition, % at 10 µM; 200,000 tested, 9% active; in the data active = inhibition above about 50%;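 note: promastigotes grown with compound for 44 hours at 28 °C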
PPARg SRC2 recr: promotes SRC-2 coactivator recruitment by human PPARgamma; P37231; PPARgamma LBD-SRC-2 recruitment, biochemical; activation, % at 8 µM; 200,000 tested, 0.34% active; AID 1032; in the data active = activation above about 22%;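 note: 0% = vehicle and 100% = reference agonist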
SRC2 TRFRET art: counter-screen for PPARgamma SRC-2 recruitment agonists: TR-FRET artefact. active compounds read high. TR-FRET ratio at 8 µM. 200,000 tested, 0.4% active; in the data active = TR-FRET ratio above about 2000; note: inactives centre near 1500; reference of the scale not given here
PPARg SRC-3 ag: promotes SRC-3 coactivator recruitment by human PPARgamma; 200,000 tested, 0.26% active; P37231; activation, % at 8 µM; biochemical PPARgamma/SRC-3 coactivator recruitment assay; in the data active = activation above about 23%;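 note: 0% = DMSO and 100% = reference agonist; some compounds past the cut are filed as inactive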
RAM network inh: yeast RAM network inhibition; inhibition, % at 50 µM; S. cerevisiae dse1pr::URA3 reporter, 5-FOA growth OD615, 2 d; analog-sensitive cbk1-as2 kinase mutant strain; 190,000 tested, 1.8% active;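 active = inhibition above a set limit, 3 SD over mean compound inhibition, cut at about 8.4% in these data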;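 note: 0% = DMSO-only wells with no growth and 100% = 10 µM 1-NA-PP1 full growth; inhibition rescues growth on 5-FOA so higher OD means more RAM inhibition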
Redox H2O2 prof: compounds producing H2O2 with reducing agent – biochemical, NIH compound library profiling, artefact control for MLSCN library redox annotation, primary screen. DTT-dependent redox cycling H2O2, phenol red/HRP absorbance; 100% = 100 µM peroxide control, 0% = buffer. activation, % at 10 µM. 200,000 tested, 0.03% active. AID 878;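 active = activation of at least 50% relative to the plate's high and low controls in the primary single-dose screen; inactive = activation below 50%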;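 note: compound incubated with DTT at 0.8 mM final as the reducing agent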
HMGR II inh: E. faecalis class II HMG-CoA reductase inhibition; inhibition, % at 10 µM; 190,000 tested, 0.41% active; purified E. faecalis HMGR, NADPH absorbance 340 nm kinetic;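 active = inhibition above a set limit, the median over all tested compounds plus 3 SD, cut at about 9.5% in these data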;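 note: enzyme runs in reverse so mevalonate oxidation gives rising NADPH absorbance; 0% = complete reaction with DMSO and 100% = background rate lacking mevalonate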
* marks the source's active call; other numbers are inactive results; nt = not tested or not shown.

1. Cc1ccc2nc(NC3=NC(CC(=O)O)C(=O)N3)nc(C)c2c1 (stereo not drawn)
2. Cc1ccc(C23CC4CC(CC(NC(=O)N5CCN(C)CC5)(C4)C2)C3)cc1
3. N/C(=N\N=C\c1ccc(O)cc1)c1nonc1N
4. CN(C)c1ccc(NC(=O)c2cccc(C(=O)Nc3ccc(N(C)C)cc3)n2)cc1
5. NC(N)=NC(=O)c1nc(Cl)c(N)nc1N
6. O=C(Cc1cccc(C(F)(F)F)c1)NCc1cccc(Cl)c1
assay / entry,1,2,3,4,5,6
S1P3 antagonist,-8,18,-12,11,-1,-8
ROMK mod,1,nt,-0.014,nt,nt,nt
PPARg SRC-1 ag,-4,1,3,7,9,3
bIAP inhibitor,-5,5,-5,-12,16,11
Lmaj promast,0,85*,4,44,-1,3
PPARg SRC2 recr,5,-2,0,4,9,1
SRC2 TRFRET art,1446,1357,1555,1633,1542,1506
PPARg SRC-3 ag,3,-3,0,7,-1,-4
RAM network inh,-0.1,1.9,1.6,1.6,1.8,-0.9
Redox H2O2 prof,0.4,1.6,-1.1,0.1,0.2,0.7
HMGR II inh,-6,0,-4,-4,3,-4

7. Cn1c(O)c(N=NC(=O)c2cccc(S(=O)(=O)N3CCCCC3)c2)c2ccccc21
8. COc1ccc(-c2[nH]ncc2CN2CCCO2)cc1F
9. CCN(CC)CCCNC(=S)N(Cc1cccnc1)Cc1cc2cc(C)cc(C)c2[nH]c1=O
10. COc1ccc(NC(=S)Nc2ccc(Oc3ccccc3)cc2)cc1
11. COc1ccc(C2CCCN2C(=O)Nc2ccc(Cl)cc2)cc1OC (stereo not drawn)
12. CC(C)Oc1ccc(NC(=O)Oc2ccccc2)cc1
assay / entry,7,8,9,10,11,12
S1P3 antagonist,8,-1,0,nt,nt,4
ROMK mod,nt,0.32,-1.5,nt,nt,0.18
PPARg SRC-1 ag,4,4,-4,3,9,4
bIAP inhibitor,6,-10,-3,8,6,-8
Lmaj promast,2,-3,6,-7,2,-2
PPARg SRC2 recr,1,-10,3,1,0,-7
SRC2 TRFRET art,1420,1641,1621,1597,1556,1466
PPARg SRC-3 ag,0,1,3,-3,7,-11
RAM network inh,8.9*,0.6,1.9,2.1,1.5,0.9
Redox H2O2 prof,0.0,1.0,-0.1,3.8,-3.0,0.1
HMGR II inh,1,3,4,-1,4,2

13. CCCN(C(=O)Cc1nc(N)n[nH]1)C1(C(=O)Nc2ccccc2C)CCCCC1
14. COCC(=O)N(CCN(C)C)Cc1cc2cc3c(cc2nc1Cl)OCO3
15. CCOC(=O)N1CCN(C(=O)CSc2nc3c(cnn3-c3ccccc3)c(=O)[nH]2)CC1
16. CCOC(=O)CSc1nc2cccnc2n1C
17. COc1ccc(CCn2c(SCCN3CCCCC3)nc3ccccc3c2=O)cc1OC
18. COc1ccc(CNC(=O)C23CN(Cc4ccccc4)CC2C(c2ccc([N+](=O)[O-])cc2)=NO3)cc1 (stereo not drawn)
assay / entry,13,14,15,16,17,18
S1P3 antagonist,nt,-16,-8,-11,-1,nt
ROMK mod,nt,0.16,nt,0.002,-1,nt
PPARg SRC-1 ag,4,2,-3,5,2,0
bIAP inhibitor,-17,1,-8,-6,-1,8
Lmaj promast,3,-3,-3,-3,100*,14
PPARg SRC2 recr,0,1,-1,5,0,-7
SRC2 TRFRET art,1587,1668,1361,1457,1441,1490
PPARg SRC-3 ag,-4,3,-6,-1,8,1
RAM network inh,1.1,0.8,1.3,1.6,0.9,2.8
Redox H2O2 prof,0.3,1.5,-1.1,-0.5,-0.9,-2.8
HMGR II inh,0,3,2,-2,1,-4

19. Cc1cccc(-c2nnc(SCC#N)n2-c2cccc(Cl)c2)c1
20. COC(=O)c1[nH]c2cccc(OC)c2c1NC(=O)CCN1CCN(c2cccc(Cl)c2)CC1
21. Cc1ccc(S(=O)(=O)N/N=C/c2ccc(OS(=O)(=O)c3ccc(C)c([N+](=O)[O-])c3)cc2)cc1
22. Cc1nc(N2CCCC2C(=O)O)c2oc3ccccc3c2n1 (stereo not drawn)
23. CN1CCOC(=O)/C1=N/Nc1cc(Cl)ccc1Cl
24. Cc1cccc2c(CCNC(=O)c3ccc([N+](=O)[O-])cc3)c[nH]c12
assay / entry,19,20,21,22,23,24
S1P3 antagonist,10,10,nt,-19,-30,-11
ROMK mod,-0.037,nt,1.8,-0.36,1.7,nt
PPARg SRC-1 ag,5,-6,-4,5,4,6
bIAP inhibitor,23,5,2,9,10,4
Lmaj promast,24,100*,9,-1,25,7
PPARg SRC2 recr,-4,7,-1,4,14,-4
SRC2 TRFRET art,1440,1769,1627,1561,1740,1414
PPARg SRC-3 ag,-11,2,-5,4,2,-6
RAM network inh,0.9,0.7,4.5,1.7,3.8,0.0
Redox H2O2 prof,2.6,1.1,1.1,-1.1,-1.7,0.7
HMGR II inh,-3,-1,4,-3,-3,-5

Part of the list above in order of heavy-atom count, largest number first.
21. Cc1ccc(S(=O)(=O)N/N=C/c2ccc(OS(=O)(=O)c3ccc(C)c([N+](=O)[O-])c3)cc2)cc1
24. Cc1cccc2c(CCNC(=O)c3ccc([N+](=O)[O-])cc3)c[nH]c12
19. Cc1cccc(-c2nnc(SCC#N)n2-c2cccc(Cl)c2)c1
assay / entry,21,24,19
S1P3 antagonist,nt,-11,10
ROMK mod,1.8,nt,-0.037
PPARg SRC-1 ag,-4,6,5
bIAP inhibitor,2,4,23
Lmaj promast,9,7,24
PPARg SRC2 recr,-1,-4,-4
SRC2 TRFRET art,1627,1414,1440
PPARg SRC-3 ag,-5,-6,-11
RAM network inh,4.5,0.0,0.9
Redox H2O2 prof,1.1,0.7,2.6
HMGR II inh,4,-5,-3

Continued:
25. CCOCCCn1c(=S)[nH]c2cc(C(=O)N3CCC(C(N)=O)(N4CCCCC4)CC3)ccc2c1=O
26. COc1ccccc1NC(=O)c1sc2ncn(Cc3cccc(C)c3)c(=O)c2c1C
27. COCCn1c(SCC(=O)Nc2nc3ccccc3s2)nnc1-c1ccoc1C
28. NS(=O)(=O)c1cccc(NC(=S)NC(=O)C23CC4CC(CC(C4)C2)C3)c1
29. O=C(c1cc(-c2cccs2)on1)N1CCN(c2ccc(F)cc2)CC1
30. COc1ccc(OCC(N)=O)cc1
assay / entry,25,26,27,28,29,30
S1P3 antagonist,-21,nt,nt,-4,6,3
ROMK mod,0.86,nt,nt,0.022,nt,nt
PPARg SRC-1 ag,1,8,-1,-1,4,5
bIAP inhibitor,9,18,nt,1,7,8
Lmaj promast,-13,-4,0,1,-7,-1
PPARg SRC2 recr,4,0,-3,7,5,-8
SRC2 TRFRET art,1470,1560,1466,1599,1431,1349
PPARg SRC-3 ag,4,-6,12,5,3,-5
RAM network inh,-0.5,4.0,1.9,4.6,7.0,3.0
Redox H2O2 prof,-0.3,2.0,0.8,0.1,1.5,-1.1
HMGR II inh,-1,0,-1,1,-2,2

31. CN1CCCC2(CCCN(Cc3nc(Cc4cccc(C(F)(F)F)c4)no3)C2)C1 (stereo not drawn)
32. CC(=O)Oc1ccc2c(C)cc(=O)[nH]c2c1
33. CC(=O)NCc1cn2c(C)csc2n1
34. CCC1CCc2c(n(C)c3ccccc3c2=O)O1 (stereo not drawn)
35. CN(C)CCCN(C(=O)c1ccco1)c1nc2c(F)cccc2s1
36. COc1ccc(C)cc1NC(=O)COC(C)=O
assay / entry,31,32,33,34,35,36
S1P3 antagonist,-8,nt,-25,-7,-24,nt
ROMK mod,-1.1,0.94,nt,0.63,-1.3,0.47
PPARg SRC-1 ag,8,8,-1,4,-2,2
bIAP inhibitor,4,1,10,3,-10,-4
Lmaj promast,44,-11,10,-1,2,-6
PPARg SRC2 recr,-7,4,1,13,1,7
SRC2 TRFRET art,1467,1449,1426,1829,1557,1650
PPARg SRC-3 ag,-3,0,-2,-1,3,5
RAM network inh,3.2,0.4,-0.8,0.4,0.2,1.5
Redox H2O2 prof,0.8,-1.6,-0.2,-0.6,-1.5,0.1
HMGR II inh,-1,2,3,-2,-9,2

37. CCC(O)(C#CCN1CCCCC1)CC
38. CCOC(=O)C1CCCN(C(=O)c2ccccc2[N+](=O)[O-])C1 (stereo not drawn)
39. O=C(Cc1ccccc1)c1c[nH]c(C(=O)NCc2ccncc2)c1
40. OC(CNC1CCCc2ccccc21)COc1ccc2ccccc2c1 (stereo not drawn)
41. COc1ccc(-c2nnc(SCc3ccccc3F)o2)cc1OC
42. COC(=O)c1[nH]c2cccc(OC)c2c1NC(=O)CCN1CCN(c2ccccc2F)CC1
assay / entry,37,38,39,40,41,42
S1P3 antagonist,-7,-17,-25,-8,18,-8
ROMK mod,0,nt,0.22,-1.4,-0.13,-0.85
PPARg SRC-1 ag,0,6,6,-11,4,0
bIAP inhibitor,4,-3,-10,12,5,-2
Lmaj promast,-5,-6,-5,16,-3,-1
PPARg SRC2 recr,13,10,7,-1,2,3
SRC2 TRFRET art,1649,1660,1630,1318,1587,1575
PPARg SRC-3 ag,-5,8,3,-6,0,1
RAM network inh,1.0,0.5,1.1,1.1,6.1,0.1
Redox H2O2 prof,-0.3,0.1,-0.4,-0.2,3.2,0.1
HMGR II inh,-3,-6,-2,-5,0,-4

43. Cc1ccc(OCCCC(=O)Nc2ccc(S(=O)(=O)Nc3cc(C)on3)cc2)cc1
44. C/C(=N/NC(=O)c1ccc(Br)o1)c1ccc(C)o1
45. COc1cc(/C=N/NC(=O)c2ccc(O)cc2)ccc1Oc1ccc([N+](=O)[O-])cn1
46. CC(C)NS(=O)(=O)c1ccc(OCC(=O)NCC2CCCO2)c(Cl)c1 (stereo not drawn)
47. CCOc1ccc(NS(=O)(=O)c2ccc3c(c2)N(C(C)=O)CC3)cc1
48. N=c1c(-c2nc3ccccc3[nH]2)cc(C(=O)c2cccs2)nn1-c1ccccc1
assay / entry,43,44,45,46,47,48
S1P3 antagonist,nt,-4,-6,nt,7,nt
ROMK mod,nt,-0.61,-0.82,0.044,0.091,nt
PPARg SRC-1 ag,4,-1,8,0,-8,-6
bIAP inhibitor,5,-1,-12,0,1,-36
Lmaj promast,-10,-7,-4,-5,-3,100*
PPARg SRC2 recr,4,-2,14,-2,-8,1
SRC2 TRFRET art,1512,1369,1647,1184,1420,1398
PPARg SRC-3 ag,0,0,4,-8,0,-2
RAM network inh,6.3,0.5,2.4,-0.7,1.3,3.6
Redox H2O2 prof,-0.5,0.0,0.5,0.1,-0.2,3.0
HMGR II inh,-8,3,-2,-5,-1,-1
